ERK EGF inh = blocks ERK signaling stimulated by EGF; HEK293-V1b, EGF-stimulated phospho-ERK AlphaScreen; actives 0.41% (n = 130,000); Potency, µM (highest dose often 11.5 µM), for the others: top-dose activity change, negative = inhibition, usual class: inhibitors; active = well fitted inhibition curve with a large enough effect; inconclusive = small, poorly fitted or top-dose-only effect, or effect the other way;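 also: plate controls were stimulated vehicle wells for no effect and unstimulated vehicle basal for full effect; nearly all actives have a fitted effect of over 55% in size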
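EGF-stimulated (25 nM, 5 min) phospho-ERK in HEK293 cells stably expressing V1b, cells pretreated 30 min with compound at 37C. Homogeneous AlphaScreen read on lysates.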
The depositor's hits bear a star; u = inconclusive; & = joins results of further samples; [ ] = dose if it differs, or a comment. Potency is read from the fitted curve at half-maximal effect.

SMILES	ERK EGF inh
C#CCOCCOCCOCCNc1nc(N2CCN(C(=O)[C@H](Cc3ccc(O)cc3)n3cc([C@@H](N)C(C)CC)nn3)CC2)nc(N2CCN(C(=O)[C@H](CCCCN)n3cc([C@@H](N)CC(C)C)nn3)CC2)n1 (stereo partly drawn)	-6%[57.5 µM]
Nc1nc(SCC(=O)NCCOCCO)nc2sc3c(c12)CCCC3	-4%
CCN(CC)c1ccc(S(=O)(=O)Nc2cc(Cl)ccc2Cl)cc1NC(=S)NC(=O)C1CCCC1	-7%
CC(C)c1ccc(COc2ccc(C(=O)N3CCOCC3)cc2)cc1	-12%
O=c1c2ccccc2c(/C=N/c2nnc(Cc3ccccc3)s2)c(O)n1-c1ccc(Cl)cn1	-3%
COCC(C)N=C1NN=C(c2c[nH]c3ccccc23)CS1 (stereo not drawn)	8%
CCOC(=O)c1c(NC(=O)CCN2C(=O)c3cccc([N+](=O)[O-])c3C2=O)sc(C(=O)OC(C)C)c1C	7%
CCN(CC)c1ccc2cc(S(=O)(=O)c3ccc(C)cc3)c(=O)oc2c1	u
CN(C)c1cccc(C(=O)N/N=C/c2ccsc2)c1	2%
CN(C)S(=O)(=O)N1CCC(CO)(CCc2ccccc2)CC1	-4%
O=C(O)CCCCC1CCSS1 (stereo not drawn)	-14%&12%&-3%
CSC1=NCCN1S(=O)(=O)c1ccccc1	-15%
CC(CSc1nnnn1-c1ccccc1)Cn1c(N2CCCC2)nc2c1c(=O)[nH]c(=O)n2C (stereo not drawn)	-1%
Cc1ccc(/C=N/NC(=O)c2ccccn2)s1	6%
O=C(Nc1cc(Cl)ccc1N1CCOCC1)c1cnccn1	-1%
S=c1[nH]nc(-c2ccc(Cl)cc2)n1Cc1ccccc1	-9%
Cn1c(SCC(=O)Nc2cc(C(C)(C)C)nn2-c2ccccc2)nc2ccccc21	1%
Cc1ccc(-c2cn(-c3ccccc3)c(SCC(N)=O)n2)cc1C	3%
O=C(O)C1CSC(c2ccc3c(c2)OCO3)N1 (stereo not drawn)	3%[57.5 µM]
CCC(C)Cn1c(O)cc2nn(-c3nc4ccccc4s3)c(=O)c-2c1C (stereo not drawn)	-12%[57.5 µM]
O=C(Cc1cccs1)N/N=C\c1ccc([N+](=O)[O-])s1	4%
O=C(NCC1(c2ccccc2)CCCC1)C1(c2ccccc2)CCCC1	5%
C=CC[C@H]1Cc2c(cccc2[N+](=O)[O-])[C@H](CC=C)N1	1%
CCn1cc(CNC(=O)c2c(-c3c(Cl)cccc3Cl)noc2C)c(C)n1	-4%
Cn1c(=O)c(=O)n(C)c2cc(S(=O)(=O)NCCOc3ccccc3Cl)ccc21	-16%
O=S1(=O)CCN2C=C(Cl)C=C(Cl)C2=N1	-5%
Cc1ccc(C)c(N2N=C(C(=O)Nc3ccc(S(=O)(=O)N4CCCC4)cc3)CCC2=O)c1	4%[57.5 µM]
Cc1ccc(C(=O)N/C(=C\c2ccccc2)C(=O)NCc2cccnc2)cc1	11%
NS(=O)(=O)c1ccc(NC(=S)NC(=O)c2ccc3c(c2)OCO3)cc1	0%
CN1CCN(S(=O)(=O)c2ccc(NC(=O)COc3ccccc3)cc2)CC1	5%
O=C(NCc1ccc2c(c1)OCO2)C1CCCN1S(=O)(=O)c1ccc(F)cc1 (stereo not drawn)	-10%[57.5 µM]
COC(=O)CNC(=O)CSc1nnc(C)c(=O)[nH]1	11%
Cc1ccc(C(=O)NCC(=O)OCC(=O)NC2CCCC(C)C2C)s1 (stereo not drawn)	-1%
CCCCCCCCCC(=O)OCC(CO)OC(=O)CCCCCCCCC (stereo not drawn)	-18%
O=C(CCCCn1c(=O)[nH]c2ccsc2c1=O)NCCc1ccccc1	26%
OC(CNCc1ccccc1)Cn1ccc2ccccc21 (stereo not drawn)	2%
O=C1c2ccccc2C(=O)N1CCCc1c[nH]c2ccccc12	1%
CC1CCCCN1C(=O)c1cccc(NC(=O)c2ccccc2)c1 (stereo not drawn)	u
O=C(COC(=O)c1ccc(O)cc1)Nc1cccc(S(=O)(=O)N2CCCCC2)c1	10%[57.5 µM]
COc1ccccc1/C=N/NC(=O)c1nnn(-c2nonc2N)c1CSC1=NCCS1	2%

The final 4 records of the part above come first, to join the parts:
SMILES	ERK EGF inh
O=C1c2ccccc2C(=O)N1CCCc1c[nH]c2ccccc12	1%
CC1CCCCN1C(=O)c1cccc(NC(=O)c2ccccc2)c1 (stereo not drawn)	u
O=C(COC(=O)c1ccc(O)cc1)Nc1cccc(S(=O)(=O)N2CCCCC2)c1	10%[57.5 µM]
COc1ccccc1/C=N/NC(=O)c1nnn(-c2nonc2N)c1CSC1=NCCS1	2%
Cc1ccc(S(=O)(=O)CC(=O)Nc2ccc(F)c(F)c2F)cc1	1%[57.5 µM]
CC1=C(C(=O)OCC2CCCO2)C(c2coc3ccccc3c2=O)C2=C(CC(C)(C)CC2=O)N1 (stereo not drawn)	-7%
O=C(CNC(=O)c1ccccc1Cl)N/N=C/C=C/c1ccccc1	5%
Cc1ccccc1CNC(=O)C(=O)Nc1nccs1	-7%
O=C(NCCCCc1ccccc1)c1ccccc1Cl	3%
BrCCOCCOc1ccc2ccccc2c1	-3%
CC(=O)Nc1ccc(OCC(=O)NCc2ccc3c(c2)OCO3)cc1	2%
CC(=O)Nc1ccc(Br)cc1C(=O)C(=O)O	11%
Nc1ccc2nc3c(c(Cl)c2c1)CCCC3	2%[57.5 µM]
CC1CCc2sc(C(=O)N=Nc3c(O)[nH]c4ccccc34)cc2C1 (stereo not drawn)	-3%
CCN(c1ccccc1)S(=O)(=O)c1ccc(OC)c(NS(=O)(=O)c2cccs2)c1	-9%
CCc1ccc(N2C(=O)CN(CC(=O)OC)C2=S)cc1	7%
Cc1ccn2cc(CCNC(=O)COc3ccccc3)nc2c1	-4%[57.5 µM]
COCCNC(=O)CSc1nc2cc(OC)c(OC)cc2c(=O)n1CCC1=CCCCC1	-3%
CCOC(=O)C1(C)C=C(Nc2ccccc2)C(=O)N1c1ccccc1 (stereo not drawn)	14%
O=C(CNC(=O)C1COc2ccccc2O1)N/N=C\c1cccc(O)c1 (stereo not drawn)	-7%
COC(=O)c1ccccc1-c1ccc(/C=N/NC(N)=O)o1	-2%[57.5 µM]
O=[N+]([O-])c1ccc(N/N=C2\CC3CC=CC23)cc1 (stereo not drawn)	-13%
S=C(Nc1ccc(Cl)cc1)N(CCCN1CCOCC1)Cc1ccco1	0%
Cc1cc(C)nc(Nc2n[nH]c(Cc3ccccc3)n2)n1	-2%
Cc1ccc(C)c(OCCn2cc(C(=O)O)c3ccccc32)c1	9%
O=C(N/N=C1\CCSC1)c1cc(Cl)ccc1O	1%
CC(O)C(NS(=O)(=O)c1ccc(Cl)cc1)C(=O)OCc1cc([N+](=O)[O-])cc2c1OCOC2 (stereo not drawn)	-2%
CCOC(=O)c1ccc(NC(=S)Nc2ccc(C)cc2)cc1	-12%
CN(CC(=O)N1CCN(c2ccccc2)CC1)S(=O)(=O)c1cccs1	-3%
N#C/C(=C\c1ccc(C#N)cc1)C(=O)c1ccccc1	-8%[57.5 µM]
CC(=O)N1NC(=Nc2ccccc2)SC1(C)C	9%
NC1=NC[C@H](Cc2ccc(O)cc2)N1CCC12CC3CC(CC(C3)C1)C2	-2%[57.5 µM]
CCCn1nc(NC(=O)c2cccs2)c2cc3cc(C)ccc3nc21	u
O=C(N/N=C/c1ccccc1C(=O)O)c1ccc(COc2cccc3cccnc23)cc1	0%
CC(=O)N1CCC(=NNC(=O)CSc2cc(C)c(Br)cc2C)CC1	2%
CCOC(=O)C1=C(C)Nc2ccccc2N=C1NC(=O)/C=C/c1ccc(OC)cc1OC	-2%
O=C(N/C(=C/c1cn(-c2ccccc2)nc1-c1ccccc1)C(=O)N1CCOCC1)c1ccc(Cl)cc1Cl	5%
COc1ccc(C(=O)/C(C#N)=N/Nc2ccc([N+](=O)[O-])cc2)cc1	u
CS/C(=N\NC(N)=O)c1ccccc1	11%
COc1cc(/C=C2\SC(=O)N(Cc3ccc(F)cc3)C2=O)cc([N+](=O)[O-])c1O	7%
Cc1cccc(/C=N/c2sc3c(c2C#N)CCN(Cc2ccccc2)C3)c1O	-2%
O=C(Nc1ccc2nc(-c3ccccn3)c(-c3ccccn3)nc2c1)N1CCOCC1	6%
CCOC(=O)c1c(C)n(C)c2ccc(OC)c(NC(=O)CN3CCC(C(=O)OCC)CC3)c12	3%[57.5 µM]
CCn1c(CCn2c3ccccc3c3ccccc32)n[nH]c1=S	8%
O=C(c1cccc([N+](=O)[O-])c1)c1ccc2c(c1)OCCOCCOCCOCCO2	-19%[57.5 µM]
COc1ccc(-n2c(=S)[nH]c3cc(C(=O)O)ccc3c2=O)cc1	9%
COc1ccc(NC(=O)N2CCCC3(CCNCC3)C2)cc1	-5%
CC(=O)N(C)c1ccc(N=Nc2c(C)[nH]n(C(N)=S)c2=O)cc1	0%
Cc1cn(-c2cc(C(=O)Nc3ccc(C)c(NC(=O)C(=O)c4c[nH]c5ccccc45)c3)cc(C(F)(F)F)c2)cn1	8%[57.5 µM]
COc1ccc(C[C@H]2c3cc(O)c(OC)cc3CC[N+]2(C)[O-])cc1O (stereo partly drawn)	6%[57.5 µM]
CCOC(=O)C1=NNC2(c3ccc(C)cc3)C(=O)N(c3ccc(Cl)cc3)C(=O)C12 (stereo not drawn)	5%
COc1ccc(C(C)=O)cc1CSc1nc(C)cc(C)n1	u
COc1cccc(CNCCO)c1OCc1ccccc1	3%
CC(C)OC(=O)c1cc2c(ccn2C)n1CC(=O)N(Cc1ccccc1)c1ccc(F)cc1	0%
Cc1[nH]n(-c2ccccc2)c(=O)c1N=Nc1ccccc1O	5%
COc1ccc(C(CC(=O)O)NC(=O)OC(C)(C)C)cc1 (stereo not drawn)	4%
COC(=O)c1ccc(CSc2nnc(NC(=O)C3CC(=O)N(Cc4ccc(C)cc4)C3)s2)cc1 (stereo not drawn)	12%
Cn1c(-c2ccc(F)cc2)cnc1SCC(=O)Nc1ccccc1	-7%
Cc1cc(C)n2nc(SCCCC(=O)c3ccccc3)nc2n1	-1%
COc1cccc(CN2CCN(C(=O)CCc3nnc(C4CCCCC4)o3)CC2=O)c1	-6%[57.5 µM]
CN(C)c1cc(-c2ccc(F)cc2)oc(=O)c1Cl	-5%[57.5 µM]
Cc1nn(C2CCS(=O)(=O)C2)c(Cl)c1/C=C/C(=O)OCC(=O)c1c[nH]c2ccccc12 (stereo not drawn)	0%
Cc1ccc(OCC(O)CN2CCN(Cc3ccc4c(c3)OCO4)CC2)cc1C (stereo not drawn)	-5%
Cc1ccc(S(=O)(=O)Nc2ccc3c(c2)OCCO3)cc1	14%
Going on with the list:
SMILES	ERK EGF inh
O=C(CCSCc1ccccc1F)NCc1cccs1	-4%
O=C(O)/C=C/c1cn(-c2ccccc2)nc1-c1cccs1	-4%[57.5 µM]
COc1ccc(NC2c3ccccc3C(=O)N2Cc2ccccc2Cl)cc1OC (stereo not drawn)	u
Cc1c(Cl)c([N+](=O)[O-])nn1CCCC(=O)N(Cc1ccccc1)Cc1ccccc1	3%
COc1nc(N(CC(N)=O)S(=O)(=O)c2ccccc2)nc(C)c1Cl	4%
O=C(NC12CC3CC(CC(C3)C1)C2)c1cc([N+](=O)[O-])ccc1N1CCOCC1	2%[57.5 µM]
Cc1ccc(C(=O)N2c3ccccc3NC(=O)C2C)cc1 (stereo not drawn)	5%
O=C1OC(c2ccccc2)=N/C1=C\C=C\c1ccco1	-6%
CCOc1nc(SC(C(C)=O)C(=O)Nc2ccccc2)nc(N(C)C)n1 (stereo not drawn)	-3%
Cc1ccccc1-c1ncc(CN2CCN(C3CCCCC3)C(CCO)C2)cn1 (stereo not drawn)	-8%
Cc1nc2ccc(NC(=O)COc3ccccc3C)cc2s1	-6%
CCN(CCC(=O)Nc1cc([N+](=O)[O-])ccc1OC)Cc1ccccc1	10%
COc1ccc(-n2c(=O)[nH]cc(C(=O)N3CCc4ccccc43)c2=O)cc1	-1%
Cc1ccc(C)c(NC(=O)Cc2csc(-c3ccccc3)n2)c1	-5%
Cc1cc(NC(=O)c2cccc(Oc3ccccc3)c2)n[nH]1	-3%
COc1ccccc1C(=O)Nc1nc2ccc(S(C)(=O)=O)cc2s1	6%
CCC(C)Nc1nc2c(c(=O)n(C)c(=O)n2C)n1Cc1cccc(C)c1 (stereo not drawn)	5%

In the list so far, 14 contain a thiophene ring, fused or not:
SMILES	ERK EGF inh
Nc1nc(SCC(=O)NCCOCCO)nc2sc3c(c12)CCCC3	-4%
CCOC(=O)c1c(NC(=O)CCN2C(=O)c3cccc([N+](=O)[O-])c3C2=O)sc(C(=O)OC(C)C)c1C	7%
CN(C)c1cccc(C(=O)N/N=C/c2ccsc2)c1	2%
Cc1ccc(/C=N/NC(=O)c2ccccn2)s1	6%
O=C(Cc1cccs1)N/N=C\c1ccc([N+](=O)[O-])s1	4%
Cc1ccc(C(=O)NCC(=O)OCC(=O)NC2CCCC(C)C2C)s1 (stereo not drawn)	-1%
O=C(CCCCn1c(=O)[nH]c2ccsc2c1=O)NCCc1ccccc1	26%
CC1CCc2sc(C(=O)N=Nc3c(O)[nH]c4ccccc34)cc2C1 (stereo not drawn)	-3%
CCN(c1ccccc1)S(=O)(=O)c1ccc(OC)c(NS(=O)(=O)c2cccs2)c1	-9%
CN(CC(=O)N1CCN(c2ccccc2)CC1)S(=O)(=O)c1cccs1	-3%
CCCn1nc(NC(=O)c2cccs2)c2cc3cc(C)ccc3nc21	u
Cc1cccc(/C=N/c2sc3c(c2C#N)CCN(Cc2ccccc2)C3)c1O	-2%
O=C(CCSCc1ccccc1F)NCc1cccs1	-4%
O=C(O)/C=C/c1cn(-c2ccccc2)nc1-c1cccs1	-4%[57.5 µM]

High-throughput results as filed in PubChem BioAssay.

A portion of the library (hit frequency here may not be typical).
